High-throughput results (PubChem BioAssay)
G9a block: qHTS Assay for Inhibitors of Histone Lysine Methyltransferase G9a; Histone-lysine N-methyltransferase EHMT2 (Homo sapiens), Q96KQ7; G9a H3K9 monomethylation, AlphaScreen, 2 h; Potency, µM (series often up to 102 µM), without a hit: top-dose activity, negative = inhibition, usual class: inhibitors; hit rate 8.8% among 350,000; further: potency means the concentration at half of the fitted maximal effect; on the % scale 0 is the no-effect control and ±100 the full control effect; nearly all actives have a fitted effect of over 75% in size
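Compounds were preincubated with 20 nM G9a for 15 min, after which biotinylated H3K9 peptide (500 nM) and SAM (20 uM) started a 2 h room-temperature reaction. Monomethylated product was quantified by antibody-based AlphaScreen chemiluminescence.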
12-LOX inh: Primary qHTS assay for inhibitors of human arachidonate 12S-lipoxygenase (ALOX12): Round 2 | Polyunsaturated fatty acid lipoxygenase ALOX12 (Homo sapiens), P18054 | purified 12hLO, xylenol orange hydroperoxide absorbance | Potency, µM (series often up to 108 µM), for the others: at the top dose activity change, negative = inhibition, actives largely listed as inhibitors | hit rate 1.1% among 580,000; further: potency means the concentration at half of the fitted maximal effect; on the % scale 0 is the no-effect control and ±100 the full control effect
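Purified human 12hLO at 150 nM in 25 mM Hepes, 0.01% Triton X-100, pH 7.0, preincubated 15 min at room temperature with compound. Reaction started with 40 uM arachidonic acid, 30 min at room temperature. Hydroperoxide measured by Fe-xylenol orange, 573/405 nm absorbance ratio.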
GLS inhibitor: qHTS for Inhibitors of Glutaminase (GLS); hit rate 0.21% among 410,000; Glutaminase kidney isoform, mitochondrial (Homo sapiens), O94925; Potency, µM (doses to about 45.5 µM), for the others: at the top dose activity change, negative = inhibition, most hits filed as inhibitors; GLS enzymatic activity, qHTS titration; AID 624170, 2012; further: potency means the concentration at half of the fitted maximal effect; on the % scale 0 is the no-effect control and ±100 the full control effect
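hKGA in 45 mM KH2PO4 (pH 8.2), 0.02% Tween-20 with compound, then 1mM L-Glutamine (stock as added) plus glutamate oxidase/HRP/Amplex red coupling mix. Fluorescence read initially and after 30 min at RT; signal change reflects glutamate formation.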
HP1b binding inh: HTS for Inhibitors of HP1-beta Chromodomain Interactions with Methylated Histone Tails. AlphaScreen HP1-beta / biotin-H3K9me3 peptide binding. Potency, µM (doses to about 114 µM), for the others: at the top dose activity change, negative = inhibition, actives largely listed as inhibitors. Chromobox protein homolog 1 (Homo sapiens), P83916. hit rate 0.56% among 390,000; further: potency means the concentration at half of the fitted maximal effect; nearly all actives have a fitted effect of over 70% in size; inactives centre near 23
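AlphaScreen: HP1-beta (50 nM) preformed 30 min with biotin-H3(1-18)K9me3 peptide (50 nM) in PBS pH 7.4, 0.01% Tween-20. Compound added for 30 min at RT, then streptavidin donor/nickel chelate acceptor beads (10 ug/mL) for 30 min.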
BAZ2B block: qHTS Assay for Inhibitors of BAZ2B; Potency, µM (titrated, usually from 114 µM), for the others: at the top dose activity change, negative = inhibition, actives largely listed as inhibitors; AID 504333, 2011; Bromodomain adjacent to zinc finger domain protein 2B (Homo sapiens), Q9UIF8; AlphaScreen BAZ2B-H3K14Ac peptide displacement; hit rate 4.4% among 360,000; further: potency means the concentration at half of the fitted maximal effect; on the % scale 0 is the no-effect control and ±100 the full control effect; nearly all actives have a fitted effect of over 60% in size
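Multi-concentration screen (max 110 uM) measuring displacement of acetylated histone H3 peptide from BAZ2B by AlphaScreen, using 50 nM protein, 50 nM peptide and 10 ug/mL streptavidin donor plus Ni-chelate acceptor beads.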
PI4K2A block: qHTS for small molecular inhibitors of PI4K2A; AID 1346378, 2018; hit rate 0.13% among 420,000; Phosphatidylinositol 4-kinase type 2-alpha (Homo sapiens), Q9BTU6; activity change, negative = inhibition, % at 76.9 µM; purified PI4K2A, ADP-Glo luminescence, 1 h; stronger effect = lower value; in the data active means activity change below about -50%; inconclusive means mostly about -30% to -49%;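 further: -100% = wells without enzyme as full effect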
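In this quantitative HTS, ADP production by PI4K2A was quantified luminescently after 1 h at ambient temperature; 100 microM adenosine served as plate-quality control.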
RGS4 inh: Inhibitors of Regulator of G Protein Signaling (RGS) 4: qHTS | Regulator of G-protein signaling 4 (Homo sapiens), P49798 | hit rate 0.039% among 390,000 | Transcreener GDP fluorescence polarization, RGS4-accelerated GTP hydrolysis | AID 504845, 2011 | Potency, µM (titrated, usually from 114 µM), inactives show at the highest dose activity change, negative = inhibition, usual class: inhibitors; further: potency means the concentration at half of the fitted maximal effect; on the % scale 0 is the no-effect control and ±100 the full control effect; nearly all actives have a fitted effect of over 75% in size; some results filed as inactive show a strong effect at the top dose
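MLSMR compounds (23 nl, pin-transferred) preincubated 10 min at room temperature with a 500nM (2x) first reagent, then RGS4 at 900nM (2x) plus Transcreener GDP mix added; fluorescence polarization (620/688 nm) read before and after 90 min at 30 °C.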
JMJD2A Tudor inh: qHTS Assay for Inhibitors of JMJD2A-Tudor Domain | Potency, µM (doses to about 114 µM), without a hit: at the top dose activity change, negative = inhibition, usual class: inhibitors | AID 504339, 2011 | hit rate 4.4% among 390,000 | AlphaScreen JMJD2A-Tudor / H3K4me3 peptide binding | Lysine-specific demethylase 4A (Homo sapiens), O75164; further: potency means the concentration at half of the fitted maximal effect; on the % scale 0 is the no-effect control and ±100 the full control effect; nearly all actives have a fitted effect of over 50% in size
Target sequence (O75164 whole entry, looked up, the tested form may be a part): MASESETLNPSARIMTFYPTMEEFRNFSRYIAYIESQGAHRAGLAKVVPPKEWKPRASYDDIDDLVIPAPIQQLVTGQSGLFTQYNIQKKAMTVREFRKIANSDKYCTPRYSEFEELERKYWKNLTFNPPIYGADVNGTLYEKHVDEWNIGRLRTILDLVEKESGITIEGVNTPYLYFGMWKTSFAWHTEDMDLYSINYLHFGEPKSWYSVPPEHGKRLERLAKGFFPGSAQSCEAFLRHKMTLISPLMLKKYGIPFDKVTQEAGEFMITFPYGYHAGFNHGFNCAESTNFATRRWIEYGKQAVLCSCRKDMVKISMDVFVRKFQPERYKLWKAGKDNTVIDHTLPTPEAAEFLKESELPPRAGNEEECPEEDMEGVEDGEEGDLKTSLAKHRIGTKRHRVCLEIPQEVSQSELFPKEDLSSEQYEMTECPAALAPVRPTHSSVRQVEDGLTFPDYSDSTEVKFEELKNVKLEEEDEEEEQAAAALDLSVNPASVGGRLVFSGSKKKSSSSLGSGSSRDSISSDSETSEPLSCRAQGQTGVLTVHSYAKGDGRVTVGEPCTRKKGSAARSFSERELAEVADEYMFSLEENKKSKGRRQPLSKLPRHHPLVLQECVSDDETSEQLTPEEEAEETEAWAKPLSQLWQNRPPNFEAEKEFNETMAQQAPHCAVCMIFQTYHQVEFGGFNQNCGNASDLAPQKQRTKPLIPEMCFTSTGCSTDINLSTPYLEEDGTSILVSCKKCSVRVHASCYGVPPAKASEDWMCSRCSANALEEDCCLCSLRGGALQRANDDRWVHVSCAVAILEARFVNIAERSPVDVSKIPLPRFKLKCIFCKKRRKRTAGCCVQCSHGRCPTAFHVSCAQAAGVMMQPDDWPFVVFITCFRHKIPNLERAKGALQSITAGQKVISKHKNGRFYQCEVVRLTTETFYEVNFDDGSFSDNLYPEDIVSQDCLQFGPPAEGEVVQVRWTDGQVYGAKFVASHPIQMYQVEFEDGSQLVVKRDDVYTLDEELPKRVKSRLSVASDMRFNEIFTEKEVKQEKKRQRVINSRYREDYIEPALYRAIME
ERG-DNA inh: qHTS for Small Molecule Inhibitors of the ERG Ets/DNA interaction; Transcriptional regulator ERG (Homo sapiens), P11308; fluorescence polarization, His-ERG Ets domain / labelled DNA; Potency, µM (series often up to 76.9 µM), without a hit: at the highest dose FP activity, negative = inhibition, actives largely listed as inhibitors; hit rate 0.028% among 370,000; AID 624246, 2012; active means well fitted inhibition curve with a large enough effect in the polarisation, with a control signal flat; inconclusive means small, poorly fitted or top-dose-only effect, or effect the other way, or a change in a side signal; inactive means no such curve, though single readings can be large or run the other way; the % refers to the polarisation;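 further: polarization taken with two DNA probes labelled with fluorescein and Texas red; potency means the concentration at half of the fitted maximal effect; % of control where 0% means no effect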
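His-tagged ERG Ets domain (1 uM in the protein solution; 300mM KCl, 50mM Tris-HCl, 1mM EDTA, 1mM DTT, pH 7.5) received compound, then a probe mix of 5 nM fluorescein-DNA and 100nM Texas-615-DNA. Fluorescence polarization was read for both dyes.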
An asterisk follows results filed as active; u = inconclusive; x = no result given; & = joins results of further samples; [ ] = dose if it differs, or a comment. Unless noted, the call rests on the fitted dose curve; in most records, active means well fitted curve in the direction sought with a large enough effect; inconclusive means small, poorly fitted or top-dose-only effect, or another doubt; inactive means no such curve, though single readings can be large; an effect the other way counts as inactive or inconclusive. Not all compounds are listed; rates above refer to the full screens.

SMILES	G9a block	12-LOX inh	GLS inhibitor	HP1b binding inh	BAZ2B block	PI4K2A block	RGS4 inh	JMJD2A Tudor inh	ERG-DNA inh
O=C(COc1ccccc1F)NNC(=O)c1ccc(F)c(S(=O)(=O)N2CCOCC2)c1	x	-1%	6%	16%	x	1	8%	-18%	-3%
CC(=O)Nc1ccc(S(=O)(=O)O)c(OC(C)=O)c1	x	-1%	-8%	5%[57 µM]	x	-6	1%	-14%	0%
CC(=O)c1c(C)[nH]c(C(=O)NCc2ccco2)c1C	17%[0.0925 µM]	2%	3%	28%	-10%	7	-9%	-8%	9%
CCN(CC(=O)NCc1ccc(Cl)cc1)C(=O)/C=C/c1cccs1	5%	-15%	6%	8%	x	4	9%	-3%	-3%
COC(=O)c1cc(S(=O)(=O)Nc2cccc(C)c2C)cn1C	x	-7%	0%	65%[activator]	-5%	1	-21%	-11%	2%
C/C(=N\NC(=O)C(O)(c1ccccc1)c1ccccc1)c1ccc(NC(=O)CCCC(=O)O)cc1	9%	7%	-5%	41%[activator]	-25%	0	12%	-12%	-1%
Cc1cc(NC(=O)C2CC2)ncc1NC(=O)c1ccccn1	u	-5%	-3%	-10%	79µM*	-12	13%[11.4 µM]	-27%	1%
CCOC(=O)c1ccc(-c2c(-c3ccc(OC)cc3)oc(=O)c3cc(OC)c(OC)cc23)cc1F	-12%[0.501 µM]	0%	-9%	56%[activator]	-2%	-2	-13%	-9%	3%
Cc1ccc(NS(=O)(=O)c2cccc(C(=O)O)c2)cc1S(=O)(=O)N1CCCCC1	19%[59 µM]	-11%	9%	32%	7%	-8	-47%	-11%	x
O=C(CSc1nnc(COc2ccccc2Cl)o1)Nc1ccccc1	-6%[12.7 µM]	-4%	2%	51%[activator]	-3%	2	8%	14%	-3%
COC(=O)Nc1sc2c(c1C(=O)NC1CC1)CCCCCC2	u	u	-4%	-8%	-23%	1	-12%	-15%	-8%
O=C(NCCCN1CCCC1)c1ccc2c(c1)N(Cc1ccccc1)CCS2	-5%[12.7 µM]	-11%	-10%	u	u	-4	-21%	u	-2%
CCCn1nnnc1SCC(=O)NC1CCCC1	24%	5%	4%	0%	-4%	4	7%	-16%	5%
CCC(O)C1CCN(C(=O)c2cc(COc3ccc4ncccc4c3)on2)CC1 (configuration not stated)	-3%	-12%	-2%	18%	-9%	1	-2%	0%	-10%
Cc1cc(C)c2c(N)c(C(=O)c3ccc(Cl)cc3Cl)sc2n1	39%[59 µM]	-19%	-8%	59%[activator]	-6%	0	-33%	3%[57.1 µM]	3%
COc1ccc(-c2ccc3c(N)c(C(=O)c4ccc(OC)c(OC)c4)sc3n2)cc1	2.8µM*	u	3%&-13%	8%&20%	-26%&-2%	-4&-7	u	u	7%&2%
O=C(CSc1nnc2scc(-c3ccccc3)n12)Nc1ccc(Cl)cc1	0%[59 µM]	-14%	-3%	33%	3%	0	3%	1%	3%
CCn1cc(C(=O)N2CC=C(c3ccccc3)CC2)c(=O)c2ccc(C)nc21	79µM*	u	12%	13%	-13%	6	33%	-4%	3%
COc1cccc(CC(=O)N2CCN(S(=O)(=O)c3ccc(Br)cc3)CC2)c1	-3%[2.33 µM]	-14%	0%	27%	5%	-19	8%	0%	-3%
CCN(CC)CCN1C(=O)c2oc3ccccc3c(=O)c2C1c1cccc(Br)c1 (configuration not stated)	50µM*	u	7%	5%	-31%	-1	3%	-18%	5%
COC(=O)c1cc(S(=O)(=O)N2CCN(c3cccc(Cl)c3)CC2)c[nH]1	15%	x	-14%	34%	-5%	-5	-13%	1%	9%
O=C(NC1C2CC3CC(C2)CC1C3)C1CC1 (configuration not stated)	-2%[59 µM]	-22%	1%	19%	-7%	8	12%	-20%	-8%
COc1ccc(CNC(=O)COC(=O)c2ccc(Br)o2)cc1	-9%[12.7 µM]	202%[activator]	-5%	64%[activator]	8%	-3	10%	-19%	9%
O=C(c1c(F)c(F)c(F)c(F)c1F)N1CCN(Cc2ccc3c(c2)OCO3)CC1	x	39%	-11%	46%	x	1	-6%	-16%	11%
CC(C)(C)n1nnnc1CN(Cc1ccc(F)cc1)Cc1ccco1	-8%	0%	-8%	48%[activator]	7%	-1	-24%	-18%	-3%
Cc1cccc2cc(CNC3CCCC3)c(Cl)nc12	-3%	-13%	-1%	25%	2%	5	-4%	-6%	5%[15.4 µM]
COc1cc(/C=N/NC(=O)C(=O)NCc2ccco2)cc(Cl)c1O	14%[59 µM]	3%	32%[activator]	14%	u	-4	-15%	u	-5%
Brc1ccc(-c2cc3c(N4CCN(c5ccccc5)CC4)nccn3n2)cc1	3%[59 µM]	-23%	-3%	36%	-1%	-5	-21%	7%	6%
CCc1ccccc1NC(=O)CN1CCC(NC(=O)COC)CC1	u	u	9%	21%	-28%	3	-11%	-22%	3%
CN(CC(=O)Nc1cccc(F)c1)C(=O)CCCc1nc2ccccc2c(=O)[nH]1	u	-15%	-6%	18%	3%	-5	-16%	-9%	6%

Part of the list above in order of heavy-atom count, smallest number first.
SMILES	G9a block	12-LOX inh	GLS inhibitor	HP1b binding inh	BAZ2B block	PI4K2A block	RGS4 inh	JMJD2A Tudor inh	ERG-DNA inh
CCc1ccccc1NC(=O)CN1CCC(NC(=O)COC)CC1	u	u	9%	21%	-28%	3	-11%	-22%	3%
CC(C)(C)n1nnnc1CN(Cc1ccc(F)cc1)Cc1ccco1	-8%	0%	-8%	48%[activator]	7%	-1	-24%	-18%	-3%
O=C(c1c(F)c(F)c(F)c(F)c1F)N1CCN(Cc2ccc3c(c2)OCO3)CC1	x	39%	-11%	46%	x	1	-6%	-16%	11%

Next entries.
SMILES	G9a block	12-LOX inh	GLS inhibitor	HP1b binding inh	BAZ2B block	PI4K2A block	RGS4 inh	JMJD2A Tudor inh	ERG-DNA inh
Nc1cc(N)nc(SCC(=O)N2CCN(S(=O)(=O)c3ccccc3)CC2)n1	26%[12.7 µM]	7%	-1%	48%[activator]	-17%	11	19%[11.4 µM]	-12%[11.4 µM]	-4%
Cc1nccn1-c1ccc(C=O)cc1	2%	0%	-6%	57%[activator]	-1%	0	8%[56.9 µM]	-7%	-2%
CC(=O)c1ccc(N2CCN(C(=O)Nc3ccc(C(C)C)cc3)CC2)cc1	u	2%&-15%	6%&7%	23%&48%	-4%&-17%	3&0	-14%&16%	-23%[57.1 µM]	4%&2%
CCc1ccccc1NC(=S)N(CCc1ccncc1)C(C)C	u	13%	-1%	43%[activator]	5%	-5	-28%	-14%	2%
Cc1ccc(CN2CCSc3ccc(C(=O)Nc4ccc(F)cc4F)cc32)cc1	22%[59 µM]	-17%	1%	120%[activator]	15%	-1	-5%	15%	-10%
COc1ccc(NCC(=O)Nc2ccccc2C#N)cc1Cl	u	-30%	-1%	29%	-11%	-1	u	-15%	-2%
CCOC(=O)Cn1c(=O)oc2cc(S(=O)(=O)Nc3cccc(C)c3)ccc21	21%	9%[57.4 µM]	4%	19%	9%	-5	11%	-20%	-8%
COc1ccc(C(c2nnnn2CS(=O)(=O)c2ccc(C)cc2)N2CCN(c3ncccn3)CC2)cc1 (configuration not stated)	-7%[59 µM]	u	0%	35%	4%	4	28%[11.4 µM]	3%[57.1 µM]	-9%
O=C(NCC(c1cccs1)N1CCOCC1)c1cn(-c2ccccc2)nc1-c1ccccc1 (configuration not stated)	-6%[12.7 µM]	u	-4%	-5%	-21%	-3	2%	-22%	x
CC(=O)c1ccc(N(C)C)cc1	-12%	0%	15%	19%	2%	6	9%	4%	1%
NC(=O)CCN(C1CCCCC1)S(=O)(=O)c1cccc2nsnc12	23%	-13%	-15%	44%[activator]	0%	2	3%	-9%	0%

Two of the compounds above, bar-delimited:
Molecule | G9a block | 12-LOX inh | GLS inhibitor | HP1b binding inh | BAZ2B block | PI4K2A block | RGS4 inh | JMJD2A Tudor inh | ERG-DNA inh
CCOC(=O)Cn1c(=O)oc2cc(S(=O)(=O)Nc3cccc(C)c3)ccc21 | 21% | 9%[57.4 µM] | 4% | 19% | 9% | -5 | 11% | -20% | -8%
Cc1ccc(CN2CCSc3ccc(C(=O)Nc4ccc(F)cc4F)cc32)cc1 | 22%[59 µM] | -17% | 1% | 120%[activator] | 15% | -1 | -5% | 15% | -10%
